TRHR agonist: agonists of human TRH receptor | P34981 | TRHR cells, calcium flux fluo-8, FDSS agonist mode | activation, % at 2 µM | 360,000 compounds, 0.18% hits | AID 493084; in the data active = activation above about 30%; note: 0% is about no effect
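TRHR-expressing cells, plated overnight in medium with 10% serum, were loaded with fluo-8 calcium dye at room temperature. After a 10 s baseline, library compound was pin-added and calcium release was recorded kinetically (ex 480/em 530) as agonist response.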
12-LOX inh: blocks human arachidonate 12S-lipoxygenase; P18054; purified 12hLO, xylenol orange hydroperoxide absorbance; Potency, µM (top dose mostly 108 µM), inactives show at the top dose activity change, negative = inhibition, hits mostly inhibitors; 580,000 compounds, 1.1% hits; AID 1671190; note: potency is the fitted concentration of half-maximal effect; % is set by controls: 0 for no effect and ±100 for the full control effect
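Purified human 12hLO at 150 nM in 25 mM Hepes, 0.01% Triton X-100, pH 7.0, preincubated 15 min at room temperature with compound. Reaction started with 40 uM arachidonic acid, 30 min at room temperature. Hydroperoxide measured by Fe-xylenol orange, 573/405 nm absorbance ratio.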
Apoferritin bind: binds horse apoferritin like a general anesthetic; Potency, µM (doses to about 77.5 µM), inactives show top-dose activity change, negative = displacement, actives largely listed as inhibitors; apoferritin/1-aminoanthracene competitive binding, fluorescence; 350,000 compounds, 0.074% hits; note: potency is the fitted concentration of half-maximal effect; % is set by controls: 0 for no effect and ±100 for the full control effect; nearly all actives have a fitted effect of over 20% in size
Target sequence (P02791 2-175 limits assumed): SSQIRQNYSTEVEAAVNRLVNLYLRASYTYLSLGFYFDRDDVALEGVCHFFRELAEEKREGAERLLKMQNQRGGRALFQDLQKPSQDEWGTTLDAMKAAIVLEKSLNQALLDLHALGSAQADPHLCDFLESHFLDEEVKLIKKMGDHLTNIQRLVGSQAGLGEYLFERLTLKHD
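Apoferritin-based anesthetic binding model; compound displacement of fluorescent 1-AMA measured as endpoint fluorescence after 10 minutes at room temperature, scaled to free-ligand and complex controls.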
Pol kappa inh: inhibitors of human DNA polymerase kappa. 400,000 compounds, 0.53% hits. Potency, µM (top dose mostly 107 µM), inactives show at the highest dose activity, negative = inhibition, actives largely listed as inhibitors. purified Pol kappa, fluorescent DNA synthesis assay, 10 min. Q9UBT6; note: potency is the fitted concentration of half-maximal effect; % is set by controls: 0 for no effect and ±100 for the full control effect
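Kinetic fluorescence screen: compound preincubated 15 min RT with 10 nM enzyme; 50 nM substrate (final) initiates; reads at 0/10 min.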
POLB inh: blocks human DNA polymerase beta activity | P06746 | Pol beta primer extension/strand displacement, fluorescence kinetic | Potency, µM (top dose mostly 114 µM), for inactives: at the top dose activity change, negative = inhibition, actives largely listed as inhibitors | 340,000 compounds, 1.3% hits; note: potency is the fitted concentration of half-maximal effect; % is set by controls: 0 for no effect and ±100 for the full control effect
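Values derive from four-parameter Hill fits of normalized kinetic data: reads at 0 and 10 min following addition of 50 nM substrate to 10 nM Pol beta preincubated 15 min with compound.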
ERG Ets-DNA blk: blocks human ERG Ets domain binding to DNA | AID 624246 | 370,000 compounds, 0.028% hits | P11308 | fluorescence polarization, His-ERG Ets domain / labelled DNA | Potency, µM (top dose mostly 76.9 µM), for inactives: top-dose FP activity, negative = inhibition, usual class: inhibitors; active = well fitted inhibition curve with a large enough effect in the polarisation, with a control signal flat; inconclusive = small, poorly fitted or top-dose-only effect, or effect the other way, or a change in a side signal; inactive = no such curve, though single readings can be large or run the other way; the % refers to the polarisation;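 note: polarization taken with two DNA probes labelled with fluorescein and Texas red; potency is the fitted concentration of half-maximal effect; % of control where 0% means no effect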
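His-tagged ERG Ets domain (1 uM in the protein solution; 300mM KCl, 50mM Tris-HCl, 1mM EDTA, 1mM DTT, pH 7.5) received compound, then a probe mix of 5 nM fluorescein-DNA and 100nM Texas-615-DNA. Fluorescence polarization was read for both dyes.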
APEX1 inh: inhibitors of human APE1 endonuclease. recombinant APE1, TAMRA/BHQ-2 abasic DNA cleavage fluorescence. Potency, µM (titrated, usually from 65.8 µM), for inactives: at the highest dose activity change, negative = inhibition, usual class: inhibitors. 350,000 compounds, 0.35% hits. AID 2517;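 note: potency is the fitted concentration of half-maximal effect; plate controls were vehicle for no effect and reference inhibitor for full effect; nearly all actives have a fitted effect of over 55% in size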
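Enzyme (0.75 nM final) and test compound are incubated 15 min at room temperature before adding 50 nM quenched THF abasic-site duplex. Cleavage dequenches TAMRA, followed at 525/598 nm over three reads one minute apart.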
BLM inh: Bloom syndrome helicase (human) inhibition; P54132; recombinant BLM DNA unwinding, fluorescence dequenching; Potency, µM (top dose mostly 56.1 µM), inactives show at the top dose activity change, negative = inhibition, actives largely listed as inhibitors; 350,000 compounds, 0.2% hits;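 note: potency is the fitted concentration of half-maximal effect; plate controls were vehicle for no effect and no enzyme for full effect; nearly all actives have a fitted effect of over 35% in size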
POLI inh: blocks human DNA polymerase iota activity. Q9UNA4. Pol iota fluorescent replication assay, 10 min. Potency, µM (top dose mostly 115 µM), for inactives: at the top dose activity, negative = inhibition, usual class: inhibitors. 390,000 compounds, 1% hits; note: potency is the fitted concentration of half-maximal effect
Target sequence (Q9UNA4 whole entry, looked up): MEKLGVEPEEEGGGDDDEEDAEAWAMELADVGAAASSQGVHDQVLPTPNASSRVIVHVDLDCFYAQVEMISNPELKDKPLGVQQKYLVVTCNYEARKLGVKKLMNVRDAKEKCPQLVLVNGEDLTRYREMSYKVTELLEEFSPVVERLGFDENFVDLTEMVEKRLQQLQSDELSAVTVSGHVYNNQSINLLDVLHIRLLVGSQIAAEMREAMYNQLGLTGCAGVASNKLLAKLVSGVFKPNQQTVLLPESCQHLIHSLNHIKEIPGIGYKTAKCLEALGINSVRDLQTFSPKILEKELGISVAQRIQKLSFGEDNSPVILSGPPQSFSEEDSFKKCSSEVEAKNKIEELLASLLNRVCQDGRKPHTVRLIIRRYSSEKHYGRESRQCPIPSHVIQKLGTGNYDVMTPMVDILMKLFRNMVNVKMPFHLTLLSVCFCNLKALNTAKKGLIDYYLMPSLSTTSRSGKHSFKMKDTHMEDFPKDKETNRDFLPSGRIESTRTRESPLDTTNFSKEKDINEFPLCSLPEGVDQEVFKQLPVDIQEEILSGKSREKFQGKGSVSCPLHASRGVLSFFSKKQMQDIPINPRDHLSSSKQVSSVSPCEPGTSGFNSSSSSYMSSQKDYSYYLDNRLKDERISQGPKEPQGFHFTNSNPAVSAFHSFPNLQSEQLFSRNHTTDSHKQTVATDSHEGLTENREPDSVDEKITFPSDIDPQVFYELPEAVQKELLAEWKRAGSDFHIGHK
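Fluorescent replication assay read twice, at 0 min and 10 min after adding 50 nM (final) substrate. Enzyme (10 nM) and compounds were first incubated 15 min at room temperature; enzyme-free buffer wells were negative controls.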
* hit, by the source's call; u = inconclusive; x = no result given; & = joins results of further samples; [ ] = dose if it differs, or a comment. Unless noted, calls come from the whole dose curve; as a rule, active = well fitted curve in the direction sought with a large enough effect; inconclusive = small, poorly fitted or top-dose-only effect, or another doubt; inactive = no such curve, though single readings can be large; an effect the other way counts as inactive or inconclusive. This is a subset, so the mix of outcomes need not match the whole.

SMILES	TRHR agonist	12-LOX inh	Apoferritin bind	Pol kappa inh	POLB inh	ERG Ets-DNA blk	APEX1 inh	BLM inh	POLI inh
Cc1[nH]c2ccccc2c1C(=O)CN1C(=O)C(=O)N(C2CCCC2)C1=O	-0.1	1%	u	-24%	-27%	9%	u	-3%	-30%
Cc1cc2nc(-c3ccc(SCc4ccc(C#N)cc4)nc3)[nH]c2cc1C	0.5	0%	8%	-12%	6%	0%	6%	-7%	-21%
Cc1cc(N)ccc1-n1c(C)ccc1C	-0.2	-12%	-22%	-16%	42%	u	-4%	0%	4%
O=c1cnnc(Nc2cccc(F)c2)[nH]1	0.2	4%	-2%	-16%	-23%	1%	-7%	-1%	5%
CC(C)CN1C(=O)C(=O)N(CC(=O)N2CCC(Cc3ccccc3)CC2)C1=O	1.5	7%	u	-1%	7%	-7%	-3%	-3%	105%[activator]
COc1ccc(C2C(C(=O)Nc3cccnc3)=C(C)Nc3nc(-c4ccccc4)nn32)cc1OC (stereo not drawn)	-0.1	-24%	-5%	5%	0%	1%	x	-1%	19%
COc1ccccc1N1CCN(C2CCCC(C)C2)CC1 (stereo not drawn)	0.3	u	-12%	-8%	-25%	x	-1%	1%	u
CCc1cc2c(CN3CCN(CCO)CC3)cc(=O)oc2cc1O	-2.1	8%&-2%&0%	877%[activator]	-2%	-2%	0%	4%	2%	-6%
CSc1cccc(NC(=O)C(c2ccccc2)N2Cc3ccccc3C2=O)c1 (stereo not drawn)	1.1	-28%	-2%	-13%	-8%	-2%	x	-14%	-2%
CC(=O)N=c1n(C)c2ccccc2n1CCOc1ccccc1	-0.7	-25%	-6%	-3%	25%	-1%	0%	5%	17%
Cc1ccc(SC/C(O)=C(\C#N)c2nc3ccccc3n2C)cc1	-0.7	6%	-17%	-9%	0%	-11%	-5%	-2%	1%
C/C=C/c1ccc(OCCOCCNCc2ccccc2)c(OC)c1	0.3	u	-22%	-2%	7%	-10%	10%	-3%	13%
CC(C)N1C(=S)SC(C)(C)C1NO (stereo not drawn)	0.0	u	1%	-19%	u	-1%	-1%	-4%	21%
O=[N+]([O-])c1ccc2c(c1)-c1ccccc1C2=NO	x	-22%	x	-5%	x	3%	x	x	-11%
COc1ccccc1CCNC(=O)Cc1c(C)c2c(O)cc(C)cc2oc1=O	-0.3	u	-13%	6%	-2%	-2%	x	1%	12%
O=c1cc(CN2CCC(Cc3ccccc3)CC2)nc2sccn12	0.3	-3%	-8%	-14%	9%	0%	2%	-1%	33%[activator]
O=C1c2ccccc2CCC12N=NCC2c1ccccc1 (stereo not drawn)	-0.7	-13%	-22%	-26%	-20%	2%	-4%	-2%	7%
CCOC(=O)Cn1nc(C)n(-c2ccc(C(C)C)cc2)c1=O	-0.2	-22%	-10%	-8%	-1%	4%	-2%	-1%	7%
CCOC(=O)C1CCN(C(=O)C2COc3ccccc3O2)CC1 (stereo not drawn)	1.3	15%	-8%	-1%	32%	-3%	34%	1%	41%[activator]
COc1ccc2[nH]cc(CC(=O)O)c2c1	0.2	-6%	9%	4%	24%	-14%	14%	1%	-18%

Compounds from the list above containing a cyano group, in the order listed:
SMILES	TRHR agonist	12-LOX inh	Apoferritin bind	Pol kappa inh	POLB inh	ERG Ets-DNA blk	APEX1 inh	BLM inh	POLI inh
Cc1cc2nc(-c3ccc(SCc4ccc(C#N)cc4)nc3)[nH]c2cc1C	0.5	0%	8%	-12%	6%	0%	6%	-7%	-21%
Cc1ccc(SC/C(O)=C(\C#N)c2nc3ccccc3n2C)cc1	-0.7	6%	-17%	-9%	0%	-11%	-5%	-2%	1%

More results follow.
SMILES	TRHR agonist	12-LOX inh	Apoferritin bind	Pol kappa inh	POLB inh	ERG Ets-DNA blk	APEX1 inh	BLM inh	POLI inh
COc1ccc2[nH]c(=O)c(CN(CC3CCCO3)C(=O)Nc3ccccc3OC)cc2c1 (stereo not drawn)	-1.1	-11%	-16%	-10%	23%	-3%	3%	0%	2%
CCN1c2ccccc2NC2C1C(C(C)=O)C(=O)N2c1ccc(Cl)cc1 (stereo not drawn)	6.0	u	-17%	-14%	23%	x	-4%	-10%	-11%
CCOc1ccc(C(=O)c2oc3ccccc3c2NC(=O)Cc2coc3ccc(CC)cc23)cc1	0.4	-4%	-2%	-5%	-22%	-5%	x	-2%	15%
CC(=O)N1CCc2c(sc3c2c(=O)n(-c2cc(Cl)ccc2C)c(=O)n3Cc2ccccc2F)C1	1.2	-16%	42%[activator]	5%	-6%	-1%	x	-4%	-9%
Cc1cc(C)c2cc(C#N)c(NCCCNC(=O)CCC(=O)O)nc2c1	0.0	u	82%[activator]	-5%	36%	-3%	-3%	1%	7%
CCC(NCc1cccnc1)c1ccc(OC)c(OC)c1 (stereo not drawn)	x	-13%	x	-12%	x	13%	x	x	-8%
CCCCCCN(C(=O)CCCCCN1C(=O)NC(c2ccc(-c3ccccc3)cc2)C(C(=O)OCc2ccccc2)=C1C)C(C(=O)NCCCC)c1ccc(-c2ccccc2)cc1 (stereo not drawn)	0.8	-7%	0%&9%	x	34%	x	3%&9%	-4%&5%	x
COc1ccccc1CNC(=O)COC(=O)c1ccc(Cl)c(N)c1	-1.3	152%[activator]	6%	-9%	3%	2%	-6%	-3%	35%[activator]
CCCNC(=O)C1CCN(S(=O)(=O)c2ccc3c(c2)CCCN3C(C)=O)CC1	0.5	u	0%	0%[60.1 µM]	5%	-1%	x	3%	25%
O=C(COc1ccccc1)Nc1ccc2c(c1)C(=O)N(CC1CCCO1)C2=O (stereo not drawn)	-0.4	71%[activator]	-4%	-4%	1%	11%	-7%	-3%	121%[activator]
O=C(C1Cc2ccccc2CN1S(=O)(=O)c1ccc(F)cc1)N1CCOCC1 (stereo not drawn)	0.3	-35%	-13%	-3%	10%	-4%	-3%	-1%	21%
Cc1cccc(C(=O)NNC(=S)NC(=O)c2cccs2)c1	20	u	-8%	-6%	5%	10%	16%	-10%	138%[activator]
CCOc1ncccc1C(=O)OCC(=O)c1cc(OC)ccc1OC	-0.8	1%	-17%	1%	20%	-1%	21%	-9%	-7%
Fc1ccc(CSc2nc3ccccc3[nH]2)c2ccccc12	0.1	0%	-8%	-24%	2%	-2%	4%	-12%	-5%
O=C(NCCO)c1c(-c2ccc3c(c2)OCO3)noc1-c1ccsc1	x	u	x	-8%	x	9%	x	x	-2%
O=C(NCc1ccccc1)OCCN1CCN(Cc2ccccc2)CCC1=O	0.1	5%	5%[110 µM]	-8%[60.1 µM]	-15%	4%	u	-1%[75.6 µM]	u
Cc1cc(=S)nc(-c2ccccn2)[nH]1	0.1	u	11%	-13%	0%	-1%	23%	0%	181%[activator]
Cc1ccc(C(=O)NCCNS(C)(=O)=O)cc1	-5.3	-5%	3%	9%	-3%	16%	21%	0%	34%[activator]
O=c1cc(Cl)nc2ccccn12	x	-5%	x	7%	x	-1%	x	x	24%
COc1cc(OC)cc(C(=O)Nc2ccc(-c3nc4ccccc4o3)c(O)c2)c1	0.7	x	140%[activator]	-11%	u	x	-1%	-6%	-23%

The last 4 records of the section above open the next one:
SMILES	TRHR agonist	12-LOX inh	Apoferritin bind	Pol kappa inh	POLB inh	ERG Ets-DNA blk	APEX1 inh	BLM inh	POLI inh
Cc1cc(=S)nc(-c2ccccn2)[nH]1	0.1	u	11%	-13%	0%	-1%	23%	0%	181%[activator]
Cc1ccc(C(=O)NCCNS(C)(=O)=O)cc1	-5.3	-5%	3%	9%	-3%	16%	21%	0%	34%[activator]
O=c1cc(Cl)nc2ccccn12	x	-5%	x	7%	x	-1%	x	x	24%
COc1cc(OC)cc(C(=O)Nc2ccc(-c3nc4ccccc4o3)c(O)c2)c1	0.7	x	140%[activator]	-11%	u	x	-1%	-6%	-23%
COc1cc(NC(=O)C2CCCN2S(=O)(=O)c2cccc3cccnc23)cc(OC)c1OC (stereo not drawn)	-1.0	0%	-6%	-10%	10%	6%	-3%	-5%	-1%
CC(C)(C)C(=O)Nc1ccc(-c2cnco2)cc1	0.5	265%[activator]	4%	0%	5%	-6%	4%	-7%	-21%[58.9 µM]
CN(C)c1ccc(C(=O)Nc2nnc(-c3ccc(Cl)cc3)o2)cc1	0.1	-1%	31%[activator]	19%	2%	8%	10%	-2%	14%
Cc1cc(CCN2CCC(=O)NC2=O)ccc1OC(C)C	0.1	-3%[57.4 µM]	-13%	2%	16%	x	9%	0%	11%
Cc1c(Br)c([N+](=O)[O-])nn1CC(=O)NCc1cccs1	0.1	74%[activator]	-18%	-5%	0%	-3%	2%	-1%	8%

Assay outcomes as filed in PubChem BioAssay.
